Tau fibril ThT: qHTS for Inhibitors of Tau Fibril Formation, Thioflavin T Binding; Microtubule-associated protein tau (Homo sapiens), P10636; recombinant tau K18 P301L, heparin-induced fibrillization, ThT fluorescence; Potency, µM (doses to about 57.4 µM), for inactives: at the highest dose activity, negative = inhibition, actives largely listed as inhibitors; 2.1% of 270,000 active; AID 1460, 2008; further: on the % scale 0 is the no-effect control and ±100 the full control effect; nearly all actives have a fitted effect of over 55% in size
Target sequence (P10636 561-689 P618L limits assumed): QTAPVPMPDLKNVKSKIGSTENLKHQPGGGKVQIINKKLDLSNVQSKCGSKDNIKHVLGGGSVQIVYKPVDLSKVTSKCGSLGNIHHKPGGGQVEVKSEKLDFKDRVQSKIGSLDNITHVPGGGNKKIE
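ThT emission at 510 nm, taken 1 hr after adding 30 uM dye, quantifies aggregates formed when 20 uM heparin acts on human tau K18 P301L for 6 hr at 37 C.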
Tau fluor counter: Counterscreen qHTS for Inhibitors of Tau Fibril Formation, Fluorescence Polarization; Potency, µM (doses to about 57.7 µM), inactives show at the top dose activity change, negative = decrease; tau K18 P301L (four-repeat tau fragment) Alexa594 fluorescence, heparin fibrillization; 0.93% of 280,000 active; further: on the % scale 0 is the no-effect control and ±100 the full control effect; nearly all actives have a fitted effect of over 55% in size
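Human K18 P301L tau (15 uM unlabeled plus 0.24 uM Alexa 594-labeled, final) in 100 mM sodium acetate pH 7 was mixed with compound and 20 uM heparin and incubated 6 hr at 37 C.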
Tau FP inhib: qHTS for Inhibitors of Tau Fibril Formation, Fluorescence Polarization; 0.39% of 280,000 active; K18 P301L tau heparin fibrillization, Alexa594 FP, 6 h; AID 1468, 2008; Microtubule-associated protein tau (Homo sapiens), P10636; Potency, µM (highest dose often 57.7 µM), inactives show at the highest dose activity, negative = inhibition, most hits filed as inhibitors; further: on the % scale 0 is the no-effect control and ±100 the full control effect; nearly all actives have a fitted effect of over 55% in size
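Compound effects on tau fibrillization are measured by Alexa 594 fluorescence polarization (ex 555, em 632 nm). K18 P301L tau is used at 15 uM with 0.24 uM labeled tracer, and 20 uM heparin induces aggregation over 6 hr at 37 C.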
TRb-SRC2 inh: qHTS for Inhibitors of the Interaction of Thyroid Hormone Receptor and Steroid Receptor Coregulator 2. Thyroid hormone receptor beta (Homo sapiens), P10828. TRbeta-SRC2 peptide binding, fluorescence polarization; receptor liganded with 1 µM T3. Potency, µM (series often up to 106 µM), for the others: at the top dose activity change, negative = inhibition, actives largely listed as inhibitors. 0.065% of 280,000 active. AID 1469, 2008;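 further: plate controls were bound peptide for no effect and peptide without receptor for full effect; nearly all actives have a fitted effect of over 50% in size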
Target sequence (P10828 whole entry, looked up): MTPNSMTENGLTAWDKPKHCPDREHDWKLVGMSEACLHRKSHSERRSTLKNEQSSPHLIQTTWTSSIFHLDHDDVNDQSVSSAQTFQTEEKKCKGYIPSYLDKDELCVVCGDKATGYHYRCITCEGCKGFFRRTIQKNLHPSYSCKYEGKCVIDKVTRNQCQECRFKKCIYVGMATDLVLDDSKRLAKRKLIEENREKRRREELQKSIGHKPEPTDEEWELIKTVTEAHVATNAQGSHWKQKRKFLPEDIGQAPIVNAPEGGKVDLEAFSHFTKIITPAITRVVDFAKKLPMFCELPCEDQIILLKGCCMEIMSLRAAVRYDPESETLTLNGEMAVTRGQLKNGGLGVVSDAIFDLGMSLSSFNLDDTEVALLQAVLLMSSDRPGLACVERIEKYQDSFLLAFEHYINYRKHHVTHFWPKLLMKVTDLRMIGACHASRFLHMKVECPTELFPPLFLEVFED
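Read-out is fluorescence polarization (555 nm excitation, 632 nm emission) of a Texas Red SRC2 coactivator peptide; loss of signal reflects blocked binding to human TRb ligand-binding domain in the presence of 1 uM T3.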
RECQ1 helicase: qHTS Assay for Inhibitors of RecQ-Like Dna Helicase 1 (RECQ1); Potency, µM (top dose mostly 57.3 µM), for inactives: top-dose activity, negative = inhibition, actives largely listed as inhibitors; 0.54% of 240,000 active; RECQ1 DNA unwinding, red fluorescence kinetic read; ATP-dependent DNA helicase Q1 (Homo sapiens), P46063;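 further: plate controls were vehicle for no effect and no enzyme for full effect; nearly all actives have a fitted effect of over 30% in size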
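RECQ1T1 50 nM; forked duplex (20 bp + 30-nt ss tails) 200 nM, ATP 2 mM final; pH 8.0, 2 mM MgCl2, 2.5 ug/ml poly(dI-dC); 15 min compound preincubation; discontinuous kinetic read over 2 h at RT.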
HTT ATP protect: qHTS Multiplex Assay to Identify Dual Action Probes in a Cell Model of Huntington: Cytoprotection (ATP); Potency, µM (top dose mostly 56.4 µM), inactives show cytoprotection (ATP increase), most hits filed as activators; 0.14% of 230,000 active; PC12 HTT-Q103 induced, cytoprotection, ATP luminescence, 40 h;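 further: % of control where 0% means no effect; nearly all actives have a fitted effect of over 45% in size; toxic huntingtin expression switched on by the ecdysone agonist tebufenozide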
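Rat PC12, Q103 Htt exon1-GFP fusion, ecdysone promoter; tebufenozide inducer 100 nM final; compound titration; qHTS, 1500 cells/well; ATPlite luminescent read.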
TR SRC2 fluor cs: Total Fluorescence Counterscreen for Inhibitors of the Interaction of Thyroid Hormone Receptor and Steroid Receptor Coregulator 2. TRb/SRC2 Texas Red total fluorescence interference. Potency, µM (doses to about 106 µM), inactives show at the top dose fluorescence change, negative = quenching. 0.29% of 280,000 active. AID 1479, 2009; active means well fitted curve in either direction with a large enough effect; inconclusive means small, poorly fitted or top-dose-only effect; further: on the % scale 0 is the no-effect control and ±100 the full control effect
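Human TRb ligand-binding domain at 0.6 uM with 20 nM Texas Red SRC2 peptide in Tris buffer containing 1 uM T3 and 5% DMSO, incubated with compound 5 h at ambient temperature. Total fluorescence (555/632 nm) calculated as parallel + 2 × perpendicular.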
L3MBTL1 inh: qHTS Assay for the Inhibitors of L3MBTL1; Lethal(3)malignant brain tumor-like protein 1 (Homo sapiens), Q9Y468; AlphaScreen L3MBTL1–H3K9me1 peptide binding; Potency, µM (series often up to 57.1 µM), inactives show top-dose activity, negative = inhibition, actives largely listed as inhibitors; 0.66% of 230,000 active; further: on the % scale 0 is the no-effect control and ±100 the full control effect; nearly all actives have a fitted effect of over 60% in size
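Displacement of a biotinylated histone H3(1-15) peptide monomethylated at Lys9 (75 nM) from L3MBTL1 (50 nM) was measured by AlphaScreen after a 30 min room-temperature compound incubation; cefsulodin titration served as intraplate control.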
* = called active by the depositor; i = inactive; ? = inconclusive; nt = no result given; & = joins results of further samples; [ ] = remark or other dose. Unless noted, the call rests on the fitted dose curve; in most records, active means well fitted curve in the direction sought with a large enough effect; inconclusive means small, poorly fitted or top-dose-only effect, or another doubt; inactive means no such curve, though single readings can be large; an effect the other way counts as inactive or inconclusive. Potency means the concentration at half of the fitted maximal effect. Only part of the results is shown (hit frequency here may not be typical).

SMILES	Tau fibril ThT	Tau fluor counter	Tau FP inhib	TRb-SRC2 inh	RECQ1 helicase	HTT ATP protect	TR SRC2 fluor cs	L3MBTL1 inh
CCCCN(CC)c1c([N+](=O)[O-])cc(C(F)(F)F)cc1[N+](=O)[O-]	-5.4%	-15.3%	?	0.0%[201 µM]	-7.6%	nt	-4.7%[201 µM]	nt
O=C1CCC[C@H]2[C@@H]3CCCN4CCC[C@H](CN12)[C@H]34	-4.8%	-0.3%	5.0%	-7.9%	-4.7%	-14.0%	1.3%	nt
CCN(CCNc1ccc([N+](=O)[O-])c2cccnc12)S(=O)(=O)c1ccc(Cl)cc1	?	?	-2.9%	-14.2%	i	-10.4%	3.9%	-8.0%
C=CCn1c(O)c(/C(C)=N/N2CCN(C)CC2)c(=O)[nH]c1=O	0.8%	0.7%	1.5%	-0.4%	-0.9%	17.0%[10 µM]	-2.7%	nt
O=P1(Oc2ccccc2)OCCCS1 (configuration not stated)	-10.6%	-15.9%	-4.8%	-4.8%	-4.7%	5.3%[10 µM]	0.2%	3.2%
O=C(NCc1cccnc1)NC1CCCCC1	2.9%	1.3%	-3.1%	-5.9%	4.1%	1.8%[10 µM]	-1.6%	nt
CCP(=S)(CC)c1ccc(N(C)C)cc1	-2.5%	-5.7%	-5.3%	-9.5%	-0.5%	-22.1%	-1.3%	nt
COc1ccc(OC)c(N=Cc2c(O)n(Cc3ccccc3)c(=S)[nH]c2=O)c1	-14.2%	-18.0%	1.9%	3.1%	i	-9.4%[10 µM]	-2.6%	56.8%[activator]
Cc1nnc2n1-c1ccc(Cl)cc1C(c1ccccc1)=NC2	-9.4%&-5.6%	-7.7%&2.1%	2.9%&1.4%	3.5%&-2.5%	-8.3%	?	-0.9%&-1.7%	nt
CC(=O)OC1N=C(c2ccccc2Cl)c2cc(Br)ccc2NC1=O (configuration not stated)	nt	-3.0%	-8.2%	-2.6%	2.4%	-37.1%[10 µM]	-2.3%	nt
CN1CCN(S(=O)(=O)c2ccc(Cl)nc2)CC1	0.3%	1.4%	4.4%	5.6%	-8.6%	-1.8%[1.9 µM]	-21.1%	12.7%
CCC(=O)N1N=C(c2c(O)n(CCc3ccccc3)c(=O)[nH]c2=O)CC1c1ccc(OC)c(OC)c1 (configuration not stated)	nt	0.8%	-1.5%	-6.9%	-8.2%	-5.0%[10 µM]	-4.9%	nt
CCCCC1C(=O)NC(=S)NC1=O	?	-7.0%	?	0.3%	-12.4%	13.8%[10 µM]	-2.1%	12.5%
S=P(NC1CCCCC1)(N1CC1)N1CC1	nt	-29.2%	-14.2%	-5.8%	-6.1%	-28.9%[10 µM]	-0.8%	nt
Cc1ccc(-n2c(=O)[nH]c3ccc(Br)cc3c2=O)cc1	-12.0%	-9.5%	9.1%	-2.4%	nt	nt	-4.2%	nt
O=C(NCC(c1cccnc1)N1CCN(c2ccccc2F)CC1)Oc1ccccc1 (configuration not stated)	-18.4%	-8.1%	-1.5%	-2.5%	-5.5%	-6.6%	0.5%	nt
Cn1cccc1/C=C1\C(=O)NC(=O)N(Cc2ccco2)C1=O	?	-23.7%	0.9%	-9.3%	?	24.4%	-1.3%	nt
Oc1ccc2c3c1O[C@H]1c4[nH]c5ccccc5c4C[C@@]4(O)C(C2)N(CC2CC2)CCC314 (some centres not stated)	-3.2%&-3.5%	-7.5%&-9.8%	4.5%&-6.7%	0.8%&1.4%	-7.6%&9.9%	-58.0%[inhibitor]	-1.3%&-0.5%	nt
COc1cc(OC)cc(C(=O)Nc2ccc(Br)cc2C(=O)c2ccccc2)c1	-3.6%	-21.3%	-15.9%	-14.2%	1.5%	8.3%[10 µM]	-0.4%	-6.6%
CCc1ccc(-c2nn(Cc3ccccc3)cc2C=O)cc1	?	-18.7%	-3.2%	0.3%	-1.9%	-21.3%[10 µM]	0.0%	21.3%
O=C1C2CCCN2C(c2cccs2)N1c1ccccn1 (configuration not stated)	-8.0%	-14.3%	-9.7%	-8.0%	14.6%	-17.0%	-7.3%	41.0%[activator]
NC(=S)N/N=C/c1coc2ccccc2c1=O	?	-8.0%	-6.1%	-7.6%	-11.9%	?	-4.5%	4.4%
CCc1ccc(OCCCN=C(C)c2c(O)n(C)c(=O)n(C)c2=O)cc1	-26.8%	-4.2%	8.1%	-13.2%	i	-14.4%	-5.7%	nt
CN1C(=O)C(=Cc2ccc(N(C)C)c([N+](=O)[O-])c2)C(=O)N(C)C1=O	?	-26.7%	-9.8%	-15.9%	-16.0%	-48.8%[inhibitor]	1.7%	nt
O=C(Nc1ccc(C(F)(F)F)cc1)OC1CN2CCC1CC2 (configuration not stated)	-0.4%	-4.8%	0.6%	-1.3%	-5.5%	-0.9%[10 µM]	-1.3%	-2.3%
Cc1cccc(N2C(=O)/C(=C/N3CCN(C(=O)c4ccco4)CC3)C(=O)NC2=S)c1	?	-8.4%	-10.1%	11.8%	-15.3%	-23.9%	2.0%	4.9%
C/C(CC(c1ccccc1)c1c(O)c2ccccc2oc1=O)=N\Nc1ccc([N+](=O)[O-])cc1[N+](=O)[O-] (configuration not stated)	nt	-23.6%	7.4%	-6.1%	2.2%	6.8%[10 µM]	-3.1%	nt
COC(=O)c1nc(-c2ccc3c(n2)C(=O)C(N)=C(OC)C3=O)c(N)c(-c2ccc(OC)c(OC)c2O)c1C	nt	?	?	6.4%	9.9%	-19.2%[10 µM]	-7.4%	nt
O=c1[nH]c(=S)n(-c2ccc(Cl)cc2)c(O)c1C=Nc1ccc(N2CCOCC2)cc1	25.1µM*	?	-7.2%	-1.2%	i	-28.6%	1.7%	-1.2%
OC(CCNCCc1c[nH]c2ccccc12)C(F)(F)Cl (configuration not stated)	-3.1%	0.2%	-3.8%	-2.8%	-6.5%	-2.3%[10 µM]	-6.5%	2.5%
Cc1ccnc(-n2c(-c3ccccc3)nc3ccccc3c2=O)c1	-3.3%	2.9%	5.8%	-13.7%	-18.0%	6.1%[10 µM]	-6.6%	8.7%
C/C=C(\C)C(=O)N[C@@H](c1ccccc1)[C@@H](O)C(=O)O[C@H]1C[C@@]2(O)[C@@H](OC(=O)c3ccccc3)C3[C@](C)(C(=O)[C@H](OC(C)=O)C(=C1C)C2(C)C)[C@@H](O)C[C@H]1OC[C@@]31OC(C)=O (some centres not stated)	nt	nt	nt	-0.4%	-13.2%	nt	-1.2%	4.3%
O=C(NC1CC1)C1CSC(c2cccnc2)=N1 (configuration not stated)	2.7%	-2.8%	0.6%	-4.2%	i	-2.8%	2.2%	0.3%
CCc1ccc(-n2c(O)c(/C=N/NC(=O)c3ccncc3)c(=O)[nH]c2=O)cc1	-11.8%	-9.4%	?	-9.3%	-1.2%	1.4%[10 µM]	-6.1%	-24.3%
CSCCC(N=Cc1c(O)n(-c2ccc(Cl)cc2)c(=O)[nH]c1=O)C(=O)OC(C)(C)C (configuration not stated)	-17.4%	-15.1%	-1.3%	4.3%	-6.4%	6.0%	-0.6%	nt
COc1ccc(OC)c(C(O)C(C)N)c1 (configuration not stated)	-13.6%&-3.8%&-6.6%	-11.8%&-7.6%&-12.0%	-1.9%&-11.0%&-7.2%	-0.6%&0.2%&-4.4%	5.8%	-37.1%[inhibitor]	-1.2%&-1.8%&0.6%	-9.4%

Reformatted: entries from further up.
Each structure is followed by: Tau fibril ThT, Tau fluor counter, Tau FP inhib, TRb-SRC2 inh, RECQ1 helicase, HTT ATP protect, TR SRC2 fluor cs, L3MBTL1 inh
Cc1cccc(N2C(=O)/C(=C/N3CCN(C(=O)c4ccco4)CC3)C(=O)NC2=S)c1
→ ?, -8.4%, -10.1%, 11.8%, -15.3%, -23.9%, 2.0%, 4.9%
C/C(CC(c1ccccc1)c1c(O)c2ccccc2oc1=O)=N\Nc1ccc([N+](=O)[O-])cc1[N+](=O)[O-] (configuration not stated)
→ nt, -23.6%, 7.4%, -6.1%, 2.2%, 6.8%[10 µM], -3.1%, nt
COC(=O)c1nc(-c2ccc3c(n2)C(=O)C(N)=C(OC)C3=O)c(N)c(-c2ccc(OC)c(OC)c2O)c1C
→ nt, ?, ?, 6.4%, 9.9%, -19.2%[10 µM], -7.4%, nt
O=c1[nH]c(=S)n(-c2ccc(Cl)cc2)c(O)c1C=Nc1ccc(N2CCOCC2)cc1
→ 25.1µM*, ?, -7.2%, -1.2%, i, -28.6%, 1.7%, -1.2%
OC(CCNCCc1c[nH]c2ccccc12)C(F)(F)Cl (configuration not stated)
→ -3.1%, 0.2%, -3.8%, -2.8%, -6.5%, -2.3%[10 µM], -6.5%, 2.5%

Carrying on:
SMILES	Tau fibril ThT	Tau fluor counter	Tau FP inhib	TRb-SRC2 inh	RECQ1 helicase	HTT ATP protect	TR SRC2 fluor cs	L3MBTL1 inh
CC(=O)Nc1ccccc1C(=O)OCC(=O)c1cccc2ccccc12	?	-24.6%	1.6%	0.5%	-8.6%	-5.3%	-2.0%	5.9%
ON1C2CCCCC2N(O)C1c1ccccc1 (configuration not stated)	0.2%	-2.4%	-1.2%	-17.3%	-1.2%	9.6%	-0.1%	nt
O=c1c2ccccc2nc(-c2ccc(Cl)cc2Cl)n1-c1nccs1	0.1%	-2.1%	1.4%	0.0%	-6.0%	-20.5%[1.9 µM]	-6.0%	8.5%
CC[N+]12CCC(CC1)C(C(O)(c1ccccc1)c1ccccc1)C2 (configuration not stated)	-7.2%	0.8%	1.6%	3.2%	14.7%	15.4%[10 µM]	-1.8%	7.3%
C=CCNC(=O)c1c(N)n(Cc2ccco2)c2nc3ccccc3nc12	?	?	-13.6%	4.1%	-5.5%	-19.0%	-0.1%	20.3%

Bioassay records from PubChem BioAssay.
